Compound activity as filed in PubChem BioAssay.
Nrf2 ARE act: Nrf2 pathway activation | 410,000 tested, 0.31% active | AID 624171 | AREc32 ARE-luciferase reporter (MCF7-derived line), luminescence, 24 h | Potency, µM (titrated, usually from 46.1 µM), for inactives: top-dose activation, most hits filed as activators; also: potency is read from the fitted curve at half-maximal effect; % of control where 0% means no effect; nearly all actives have a fitted effect of over 65% in size
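Luciferase luminescence (Steady-Glo, 30 min at room temperature) served as the read-out of ARE activation in AREc32 cells treated with compounds for 24 hr at 37 deg C.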
ATXN2 expr inh: ATXN2 expression inhibition; HEK-293 ATXN2-luciferase reporter, luminescence, 24 h; Potency, µM (series often up to 57 µM), for the others: top-dose activity change, negative = inhibition, most hits filed as inhibitors; 360,000 tested, 0.72% active; AID 1745845; also: potency is read from the fitted curve at half-maximal effect; % is scaled to controls: 0 for no effect and ±100 for the full control effect; nearly all actives have a fitted effect of over 55% in size
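ATXN2-luciferase reporter cells (luciferase flanked by upstream and downstream ATXN2 gene portions) were treated 24 h at 37 °C with compounds at up to 57 uM. SteadyGlo luminescence gave expression; GF-AFC fluorescence gave viability.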
IL1B secr inh: inflammasome signaling inhibition, IL-1 beta readout; THP-1 LPS/ATP IL-1B secretion, AlphaLISA, 16 h; hits give low values; activity change, % at 57.5 µM; 360,000 tested, 4.7% active; AID 743279; in the data active = activity change below about -50%; inconclusive = mostly about -30% to -49%; also: % is scaled to controls: 0 for no effect and ±100 for the full control effect
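Secreted IL-1B measured by AlphaLISA bead assay after 16 h compound exposure of THP-1 cells; compounds (final up to 57.5 uM) added 1 h before LPS (250 ng/mL) and ATP (1.25 mM) stimulation; lower signal means less secretion.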
Nrf2 inh: inhibitors of Nrf2 signaling. A549 ARE-Fluc reporter, luciferase luminescence, 18-24 h. AID 504444. Potency, µM (top dose mostly 46 µM), for the others: at the highest dose activity change, negative = inhibition, usual class: inhibitors. 360,000 tested, 2.1% active; also: potency is read from the fitted curve at half-maximal effect; % is scaled to controls: 0 for no effect and ±100 for the full control effect; nearly all actives have a fitted effect of over 60% in size
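Reporter: ARE-Fluc in A549. Exposure: 18-24 h, 37 °C, 5% CO2, 5% FBS OPTI-MEM. Readouts: fluorescent cytotoxicity (CellTiter-Fluor), then luminescent Nrf2 signal after BugLite.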
TGFb inhibitor: TGF-b pathway inhibition | HepG2 CAGA-GFP TGF-b/SMAD3 reporter, GFP fluorescence, 18 h; TGF-beta stimulated, 500 pg/mL final | 410,000 tested, 1.2% active | Potency, µM (highest dose often 46.1 µM), without a hit: top-dose activity, negative = inhibition, most hits filed as inhibitors; also: potency is read from the fitted curve at half-maximal effect; % is scaled to controls: 0 for no effect and ±100 for the full control effect; nearly all actives have a fitted effect of over 65% in size
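Inhibition was scored as loss of TGF-beta-induced (500 pg/mL final, 18 hours, 37 degrees C) GFP in HEPG2 cells carrying a CAGA-GFP reporter, in DMEM with 1% FBS. Well GFP was summed per cell; Activity was normalised to unstimulated and stimulated DMSO wells, then concentration-response fitting.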
MCF10A rerep: induces DNA re-replication in MCF 10a normal breast cells | Potency, µM (doses to about 46.1 µM), inactives show at the highest dose activity, positive = re-replication, hits mostly activators | MCF 10A DNA re-replication, Hoechst nuclear intensity, 48 h | 350,000 tested, 2.9% active; also: potency is read from the fitted curve at half-maximal effect; % of control where 0% means no effect; nearly all actives have a fitted effect of over 50% in size
S2 tox: reduces viability in counter-screen for ATXN expression inhibitors. Potency, µM (titrated, usually from 56.7 µM), most hits filed as cytotoxic. 400,000 tested, 0.49% active. S2 cells (HEK-293 line with an ATXN2-luciferase reporter) viability, CellTiter-Fluor protease fluorescence, 24 h; also: potency is read from the fitted curve at half-maximal effect; nearly all actives have a fitted effect of over 40% in size
A549 tox: kills or reduces viability of A549 cells in Nrf2 counter-screen. 390,000 tested, 0.16% active. Potency, µM (series often up to 46 µM), inactives show at the top dose activity change, negative = cytotoxicity, usual class: inhibitors. A549 ARE-Fluc cells, CellTiter-Fluor viability, 18-24 h; also: potency is read from the fitted curve at half-maximal effect; % is scaled to controls: 0 for no effect and ±100 for the full control effect
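Cytotoxicity counterscreen: CellTiter-Fluor fluorescence was measured in A549 ARE_Fluc cells after 18-24 h of compound exposure in a concentration series. The subsequent BugLite luminescent read reports ARE-luciferase activity.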
HepG2 viability: kills HepG2 cells in TGF-b inhibitor counter-screen. AID 588856. 410,000 tested, 0.76% active. HepG2 CAGA-GFP viability, ATP luminescence, 18 h. Potency, µM (titrated, usually from 46.1 µM), inactives show at the highest dose activity change, negative = cytotoxicity, usual class: cytotoxic; also: potency is read from the fitted curve at half-maximal effect; some results filed as inactive show a strong effect at the top dose
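HepG2 CAGA-GFP cells (1000/well, DMEM with 1% FBS) received compound, then TGF-beta at 500 pg/mL final, and were incubated 18 hours at 37 degrees C. Viability was read by CellTiter-Glo luminescence. Media-only wells were set as complete cell-killing and DMSO as no toxicity.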
* hit, by the source's call; i = inactive; u = inconclusive; x = not tested or not shown; & = joins results of further samples; [ ] = another dose, or the depositor's remark. Unless noted, calls follow the shape of the dose curve; as a rule, active = well fitted curve in the direction sought with a large enough effect; inconclusive = small, poorly fitted or top-dose-only effect, or another doubt; inactive = no such curve, though single readings can be large; an effect the other way counts as inactive or inconclusive.

Screens in order: Nrf2 ARE act | ATXN2 expr inh | IL1B secr inh | Nrf2 inh | TGFb inhibitor | MCF10A rerep | S2 tox | A549 tox | HepG2 viability
CCC(C)Nc1nc(N)c([N+](=O)[O-])c(Nc2ccccc2OC)n1 (stereo not given)
  5.1% | -17% | -88* | 15µM* | -38% | u | u | u | 22%
O=C(N/N=C/c1ccc2nccnc2c1)c1cccc([N+](=O)[O-])c1
  0.0% | 12% | 51 | 2% | 23% | -1% | i | 4% | 1%
COc1ccc(C)cc1S(=O)(=O)N1CC(C)OC(C)C1 (stereo not given)
  -0.8% | 4% | -6 | 16% | 12% | -13% | i | -6% | 3%
CCN(CC)C1CCN(C(=O)CCc2nnc(CCc3ccccc3)o2)C1 (stereo not given)
  -1.0% | x | 27 | 6% | 2% | u | i | 9% | 5%
CCCCn1c(SCC(=O)N2CCOCC2)nc2c1c(=O)n(C)c(=O)n2C
  -0.5% | -5% | -4 | 1% | -18% | 4% | i | -8% | -15%
Cc1cccc2sc(N(CCN(C)C)C(=O)c3cc(Cl)sc3Cl)nc12
  0.5% | -15% | -29 | 10% | -2% | 15% | u | -1% | -2%
C[C@H](O)[C@@H]1CN2CCc3c([nH]c4ccccc34)[C@@H]2C[C@@H]1N(C)C(=O)Nc1cc(Cl)cc(Cl)c1
  -0.5% | -6% | -21 | x | u | x | i | x | -19%
C[C@H]1CCC(=O)N([C@H](CSc2ccc(Br)cc2)Cc2ccccc2)CC1
  -1.0% | -26% | u | -3% | 8%&-2% | -17% | i | 1% | 3%&-1%
CCCCN(C(=O)CNC(=O)c1ccco1)C(C(=O)NC1CCCC1)c1ccc(OC)cc1 (stereo not given)
  3.0% | 2% | -10 | u | 0% | 10% | i | -6% | 0%
O=C1[C@@H]2CSC(c3ccc(C(F)(F)F)cc3)N2C(=O)N1c1ccccc1 (stereo not given in full)
  -0.5% | 8% | x | 9% | u | x | i | 2% | -3%
NC(=O)C1=CN(Cc2ccc(Cl)cc2)CCC1C(F)(F)F (stereo not given)
  1.7% | -16% | 0 | 3% | 22% | -5% | i | 4% | -13%
CC(Sc1nncn1C)C(=O)Nc1nnc(C(C)C)s1 (stereo not given)
  -0.8% | 15% | 12 | 3% | 0% | 18% | i | 3% | 5%
COc1ccccc1-c1cnc(C(O)c2ccc(Cl)c(F)c2)[nH]1 (stereo not given)
  2.7% | -6% | 21 | x | u | x | i | x | -26%
COc1c(C)cccc1C(=O)NCCCNC(=O)c1ccc(C)nc1
  -0.8% | 15% | 29 | 5% | 6% | -4% | i | 2% | 10%
CCOP(=O)(OCC)/C(C#N)=C(\O)c1ccc(OC)cc1
  0.1% | -5% | 5 | -9% | -15% | 1% | i | 4% | -5%
CC1(C(=O)NS(=O)(=O)c2ccccc2C(F)(F)F)CCN1C(=O)CCc1ccccc1 (stereo not given)
  0.3% | 0% | -54* | x | -14% | x | i | x | 8%
O=C1N(Cc2cccc(Cl)c2)C[C@@H]2C[C@@H](c3c[nH]c4ccccc34)N3CCC[C@@]123
  3.4% | -9% | -20 | 9% | -1% | u | i | 1% | -18%
O=c1c2ccccc2nc(/C=C/c2ccc(Br)cc2)n1CCCO
  16% | -2% | u | -1% | -24% | u | i | 0% | -26%
COC[C@@H]1CCCN1[C@@H]1CS(=O)(=O)N[C@H]1COCc1ccccc1
  -1.0% | 16% | 15 | x | -21% | x | i | x | 0%
O=C(CCNS(=O)(=O)c1ccccc1F)NC1CCCCCC1
  -0.5% | 5% | 15 | -10% | 0% | 9% | i | 1% | -10%

Following part
Screens in order: Nrf2 ARE act | ATXN2 expr inh | IL1B secr inh | Nrf2 inh | TGFb inhibitor | MCF10A rerep | S2 tox | A549 tox | HepG2 viability
COc1cc(CN(C)Cc2cc(=O)oc3cc(C)c(Cl)cc23)ccc1OC(F)F
  2.3% | -21% | -7 | u | u | u | i | 0% | 3%
COc1ccc(S(=O)(=O)N2CCC3(CC2)CC(=O)c2ccccc2O3)cc1
  -0.5% | 6% | 0 | -7% | -2% | 15% | u | -4% | -2%
Cc1ccc(C)c(OCC(=O)Nc2cccc(S(=O)(=O)NC3=NCCCCC3)c2)c1
  0.1% | -19% | -28 | u | -43% | 15% | i | -5% | -50%
Cn1nnnc1SCC(=O)NNC(=O)c1ccc(Br)cc1
  2.2% | -28% | 1 | 27% | -1% | 1% | i | 22% | -28%
COc1ncnc2c1ncn2CCCNC1CCN(Cc2ccccc2)CC1
  -0.7% | -10% | u | x | 6% | x | i | x | -15%
COc1ccc(S(=O)(=O)n2nc(-c3ccco3)nc2NCc2ccc(OC)c(OC)c2)cc1
  5.3% | -8% | x | 0% | 2% | x | u | -4% | 1%
Nc1ccccc1C(=O)NNC(=O)C(=O)/C=C(\O)c1ccccc1
  4.2% | 23% | -1 | -14% | u | 0% | i | 1% | -52%
Cc1ccc(Cn2cc(CN3CC(N4CCN(C5CCN(C)CC5)CC4)CS3(=O)=O)nn2)cc1 (stereo not given)
  0.3% | 0% | 24 | x | x | x | i | x | x
O=C(CCCN1C(=O)C2CC=CCC2C1=O)Nc1ccccc1Cl (stereo not given)
  -0.5% | 0% | 6 | 2% | -1% | 23% | i | -1% | 8%
O=C(NCc1ccccc1)c1cc(=O)nc2sc(-c3ccccc3)nn12
  -0.6% | 2% | -6 | 5% | 5% | 11% | i | -3% | 1%
C=CCn1c(SCCC)nc2sc3c(c2c1=O)CCc1ccccc1-3
  11% | 6% | 5 | u | u | 13% | i | 7% | -10%
CC(OC(=O)Cn1cnc2c1c(=O)n(C)c(=O)n2C)C(=O)NC1(C#N)CCCCC1 (stereo not given)
  1.0% | 3% | -6 | 0% | -5% | 3% | i | 2% | -30%
Nc1nnc(SCC(=O)NNC(=O)c2ccccc2)s1
  -0.1% | -9% | 5 | 3% | 0% | 6% | u | 1% | 19%
CCc1cc(-c2nc(N)ncc2-c2csc(C)n2)c(O)cc1OC
  4.6% | x | 5 | -8% | 1% | 11% | u | 12% | -1%
Cc1ccc(NC(=O)c2ccccc2NS(=O)(=O)c2ccc(Cl)s2)cc1
  9.3% | u | -4 | 16µM* | u | 9.2µM* | i | u | -69%
Cc1ccc(Cl)cc1NC(=O)COC(=O)CC1CCCCC1
  -0.3% | 2% | 0 | 11% | 15% | -3% | i | 4% | 5%
COCCNc1nc(-c2ccccc2)nc2ccccc12
  16% | -8% | -9 | 0% | -12% | 2% | i | -3% | -18%
CNc1ncc(C(=O)C(C)(C)C)s1
  -0.2% | 8% | -7 | 15% | 0% | 3% | i | 2% | 8%
CCOC(=O)C1C(c2ccccc2)C(C(=O)OCC)C1c1ccccc1 (stereo not given)
  -0.1% | 4% | 24 | 9% | 0% | -1% | i | -11% | 7%
COC(=O)Cc1ccc(NC(=S)NCCO)cc1
  -0.1% | 1% | 14 | 9% | -2% | -12% | i | -5% | 35%

(next part)
Screens in order: Nrf2 ARE act | ATXN2 expr inh | IL1B secr inh | Nrf2 inh | TGFb inhibitor | MCF10A rerep | S2 tox | A549 tox | HepG2 viability
COc1cccc(CNc2nc3cc(-c4ccccc4C)sc3c(=O)n2C)c1OC
  3.5% | u | u | x | u | x | u | x | -21%
CC(C)Oc1ccc(CN2CCC(n3nccc3NC(=O)c3cccnc3)CC2)cc1
  -0.1% | -15% | 0 | -2% | -3% | -4% | i | -15% | -19%
CCn1ccc(C(=O)Nc2ccc(S(=O)(=O)Nc3ccccc3OC)cc2)n1
  2.3% | -5% | -5 | 15µM* | 11% | u | i | -12% | -10%
O=C(Nc1ccc2c(c1)CCC2)c1cccc(OC(F)F)c1
  8.9% | x | u | u | 40%[activator] | 0% | u | 0% | 83%
CN1CCN(S(=O)(=O)NC[C@H]2O[C@@H](n3cnc4c(N)ncnc43)[C@H](O)[C@@H]2O)CC1
  -0.5% | -14% | 12 | -5% | -5% | 0% | i | 20% | 1%
CC(C)(C)c1cc(C(=O)Nc2ccccc2)ccn1
  2.0% | 21% | -17 | u | -4% | 4% | i | u | -22%
CCOc1ncccc1C(=O)Nc1cc(S(=O)(=O)N2CCOCC2)ccc1OCC(F)(F)F
  1.5% | -1% | -18 | 2% | -15% | 13% | i | 3% | -8%
CCOC(=O)C1CCCCN1C(=O)/C(=C/c1ccc(OC)cc1)c1ccc(OC)c(OC)c1 (stereo not given)
  0.4% | -14% | -11 | 2% | 39% | 0% | u | -1% | 12%
Cc1c(Cl)cccc1NC(=O)c1cc(-c2ccc3c(c2)OCO3)on1
  -0.8% | 9% | x | 4% | -4% | x | i | 1% | 0%
COCCNC(=O)c1ccccc1-c1nc(-c2ccccc2Cl)no1
  5.4% | 13% | 11 | x | -9% | 7% | i | 0% | -17%
CC(=O)c1ccc(NC(=O)c2ccc3c(Cl)c4c(nc3c2)CCCC4)cc1
  -0.4% | -18% | -21 | u | 1% | 4% | i | 2% | -1%
CN(C(=O)C1CCOC1)c1nnc(-c2cccnc2)s1 (stereo not given)
  2.0% | 6% | 1 | 22% | 5% | 0% | i | 4% | -6%

Arranged by length of the SMILES (rising): some entries from above.
Screens in order: Nrf2 ARE act | ATXN2 expr inh | IL1B secr inh | Nrf2 inh | TGFb inhibitor | MCF10A rerep | S2 tox | A549 tox | HepG2 viability
COc1cccc(CNc2nc3cc(-c4ccccc4C)sc3c(=O)n2C)c1OC
  3.5% | u | u | x | u | x | u | x | -21%
CCn1ccc(C(=O)Nc2ccc(S(=O)(=O)Nc3ccccc3OC)cc2)n1
  2.3% | -5% | -5 | 15µM* | 11% | u | i | -12% | -10%
CC(=O)c1ccc(NC(=O)c2ccc3c(Cl)c4c(nc3c2)CCCC4)cc1
  -0.4% | -18% | -21 | u | 1% | 4% | i | 2% | -1%
CCOc1ncccc1C(=O)Nc1cc(S(=O)(=O)N2CCOCC2)ccc1OCC(F)(F)F
  1.5% | -1% | -18 | 2% | -15% | 13% | i | 3% | -8%
